LYPLA1 inh: counter-screen for PME1 inhibitors: inhibitors of human LYPLA1; 0.16% of 320,000 active; inhibition, % at 5.9 µM; O75608; AID 2174; recombinant LYPLA1, FP-Rh probe fluorescence polarization;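 active means inhibition above the mean of all tested compounds plus 3 SD, set per campaign, cut at about 14% in these data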;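 further: inhibitors block serine hydrolase probe labeling of LYPLA1 so polarization falls; 0% = enzyme with DMSO and 100% = wells lacking LYPLA1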
Target sequence (O75608 whole entry, looked up): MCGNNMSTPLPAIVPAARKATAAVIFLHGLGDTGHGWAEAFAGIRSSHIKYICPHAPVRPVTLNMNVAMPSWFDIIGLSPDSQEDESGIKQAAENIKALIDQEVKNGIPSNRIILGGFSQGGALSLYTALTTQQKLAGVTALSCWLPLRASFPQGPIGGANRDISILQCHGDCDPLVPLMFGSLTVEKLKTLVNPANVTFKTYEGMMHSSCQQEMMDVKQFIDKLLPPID
pPAFAH FP inh: inhibitors of human plasma PAF acetylhydrolase (pPAFAH). recombinant pPAFAH, FP-rhodamine probe fluorescence polarization. inhibition, % at 3.39 µM. 1.5% of 330,000 active;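 active means inhibition above the mean inhibition across the screen plus 3 SD, cut at about 25% in these data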;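 further: inhibitors block binding of the rhodamine activity-based probe so polarization drops; 0% = enzyme with DMSO and 100% = wells lacking pPAFAH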
PAFAH1B3 FP inh: blocks human PAF acetylhydrolase 1B catalytic subunit 3. recombinant PAFAH1B3, FP-rhodamine probe, fluorescence polarization. inhibition, % at 3.39 µM. 0.28% of 340,000 active. AID 492972;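 active means inhibition above the screen-wide average of all tested compounds plus 3 SD, cut at about 25% in these data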;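 further: 0% = enzyme with DMSO only and 100% = wells lacking PAFAH1B3 protein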
PAFAH1B2 inh: inhibitors of human PAFAH1B2. 1.2% of 340,000 active. inhibition, % at 3.39 µM. recombinant PAFAH1B2, FP-rhodamine activity probe, fluorescence polarization. P68402;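 active means inhibition above the mean of all tested compounds plus 3 SD, cut at about 24% in these data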;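 further: 0% = enzyme with DMSO and 100% = wells lacking PAFAH1B2; many of its hits are not listed in these tables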
PAFAH2 FP inh: PAFAH2 (human) inhibition; Q99487; recombinant PAFAH2, FP-rhodamine activity probe, fluorescence polarization; inhibition, % at 3.39 µM; 0.99% of 340,000 active; AID 492956;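 active means inhibition above the mean over all tested compounds plus 3 SD, cut at about 30% in these data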;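 further: inhibitors block probe labeling of enzyme so polarization drops; 0% = enzyme with DMSO and 100% = wells lacking PAFAH2 protein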
PME-1 inh: blocks human protein phosphatase methylesterase 1; recombinant PME-1, FP-Rh probe fluorescence polarization; Q9Y570; inhibition, % at 5.9 µM; 0.53% of 320,000 active;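 active means inhibition above the campaign mean of all compounds plus 3 SD, cut at about 26% in these data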;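 further: competitive labeling of PME-1 active site by serine hydrolase directed probe; 0% = PME-1 with DMSO and 100% = wells lacking PME-1 enzyme; inhibitors block probe labeling so polarization falls and inhibition rises; many of its hits are not listed in these tables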
Target sequence (Q9Y570 whole entry, looked up): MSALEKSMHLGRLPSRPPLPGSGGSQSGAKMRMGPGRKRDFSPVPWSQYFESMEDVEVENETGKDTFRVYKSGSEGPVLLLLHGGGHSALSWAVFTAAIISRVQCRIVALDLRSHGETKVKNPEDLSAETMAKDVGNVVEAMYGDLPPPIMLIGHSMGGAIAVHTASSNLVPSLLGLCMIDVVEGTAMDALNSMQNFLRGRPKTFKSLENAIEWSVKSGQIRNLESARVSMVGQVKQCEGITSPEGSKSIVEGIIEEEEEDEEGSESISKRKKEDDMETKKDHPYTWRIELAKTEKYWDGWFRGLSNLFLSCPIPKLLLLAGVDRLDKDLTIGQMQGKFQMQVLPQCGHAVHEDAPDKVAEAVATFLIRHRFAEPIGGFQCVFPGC
LYPLA2 inh: blocks human lysophospholipase 2, a PME1 counter-screen; O95372; recombinant LYPLA2, FP-Rh probe fluorescence polarization; inhibition, % at 5.9 µM; 0.38% of 320,000 active;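 active means inhibition above the screen-wide mean plus 3 SD, limit set per campaign, cut at about 26% in these data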;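 further: 0% = LYPLA2 with DMSO and 100% = wells lacking LYPLA2 enzyme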
GSTO1 counter: counter-screen for RBBP9 inhibitors: inhibitors of human GSTO1. P78417. recombinant GSTO1, activity-based probe fluorescence polarization. inhibition, % at 5.96 µM. 1.1% of 300,000 active;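 active means inhibition above the campaign mean inhibition plus 3 SD, cut at about 35% in these data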;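 further: 0% = GSTO1-1 with DMSO and 100% = wells lacking GSTO1-1 enzyme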
Target sequence (P78417 whole entry, looked up): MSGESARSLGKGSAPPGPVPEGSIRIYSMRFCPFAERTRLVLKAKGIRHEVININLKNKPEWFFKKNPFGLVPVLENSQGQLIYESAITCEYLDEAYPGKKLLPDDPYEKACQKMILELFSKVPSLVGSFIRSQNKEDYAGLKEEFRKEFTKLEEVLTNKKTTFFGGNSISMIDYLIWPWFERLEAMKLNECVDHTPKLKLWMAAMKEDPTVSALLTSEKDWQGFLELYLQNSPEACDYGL
PAD4 inh: PAD4 (human) enzyme inhibition | 0.41% of 330,000 active | recombinant PAD4, RCA probe fluorescence polarization | Q9UM07 | inhibition, % at 6.36 µM;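 active means percent inhibition above a cutoff equal to the mean of all tested compounds plus 3 SD, cut at about 15% in these data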;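 further: 0% = PAD4 with RCA probe and DMSO and 100% = probe without PAD4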
The depositor's hits bear a star; nt = no result given. An excerpt; rates above refer to the full screens.

Values in the order – LYPLA1 inh	pPAFAH FP inh	PAFAH1B3 FP inh	PAFAH1B2 inh	PAFAH2 FP inh	PME-1 inh	LYPLA2 inh	GSTO1 counter	PAD4 inh
Nc1ccc(Br)cc1-c1nc2ccccc2[nH]c1=O
  -4	3	12	4	3	4	-3	0	3
Cc1ccc(/C=C2/C(=N)N3N=C(CC(=O)N4CCCC4)SC3=NC2=O)o1
  2	10	7	9	1	-3	3	4	-2
COc1cc(/C=C/C(=O)OCC(=O)NC(=O)NC23CC4CC(CC(C4)C2)C3)ccc1OCC#N
  -6	4	-12	-1	-22	-8	-8	-16	-2
Nc1c(-c2ccccc2)sc2ccc3ccccc3[n+]12
  1	5	-2	4	15	1	5	11	4
COc1ccc2c(c1OC)C(=O)N1c3ccccc3C(=O)N(c3ccccc3F)C21 (stereo not given)
  1	-3	-3	-1	-1	5	8	-7	-3
COc1ccc(CC(=O)NNS(=O)(=O)c2ccc(F)cc2)cc1
  -3	2	-5	16	-11	-3	-3	3	-1
CCOC(=O)c1sc(NC(=O)c2cc3c(s2)CCC(C)C3)nc1C (stereo not given)
  1	3	4	2	8	3	-5	1	0
Cc1cc(C)c(C#N)c(SCC(=O)Nc2ccccc2)n1
  2	1	7	5	1	0	2	-10	0
CN(C)S(=O)(=O)c1cccc(NC(=O)COC(=O)c2ccc([N+](=O)[O-])o2)c1
  0	1	5	5	6	-1	-5	-1	-13
CCC(C)(C)C1CCC(NC(=O)c2ccc(S(=O)(=O)N3CCOCC3)cc2)CC1 (stereo not given)
  1	3	-2	9	7	1	4	nt	5
CSc1ccccc1C(=O)NCCSc1ccccc1
  1	2	-4	9	8	4	1	7	-1
COc1ccccc1NC(=O)c1nn(-c2ccc(F)c(F)c2)ccc1=O
  -1	-3	-7	4	0	2	2	3	3
Cc1ccc(CNC(=O)c2cc3c(=O)n4ccccc4nc3n(Cc3ccco3)c2=N)cc1
  -7	1	2	3	4	-11	-3	3	-3
COc1ccc(/C=C/C(=O)NC(=S)NN2CCCCC2c2cccnc2)cc1OC (stereo not given)
  0	2	-2	3	-7	0	-2	5	-2
COc1ccc(-n2nc(C(=O)NCC(=O)N3CCN(c4cccc(Cl)c4)CC3)c3ccccc3c2=O)c(OC)c1
  49*	4	14	-1	-9	4	83*	-4	3
CCn1cc(/C=C/C(=O)c2ccc(O)cc2)c(C)n1
  0	-2	-4	8	1	-1	0	-4	-3
Cc1cc(=O)oc2c(C)c(OCC(=O)Nc3cccnc3)ccc12
  -3	5	5	-1	-1	8	6	-5	-4
Nc1ncnc2c1ncn2[C@@H]1O[C@H](CNCc2ccc(-n3cccn3)cc2)[C@@H](O)[C@H]1O
  nt	-2	1	1	4	nt	nt	nt	-7
O=C(O)c1cn(CCOc2ccccc2Cl)c2ccccc12
  1	2	1	2	-1	4	5	2	-2
COc1ccccc1NC(=O)C(C)N1C(=O)C2CCCCC2C1=O (stereo not given)
  0	1	1	0	2	-2	-5	nt	-2
O=C1COc2ccc(S(=O)(=O)CCC(=O)NC3CCCCC3)cc2N1
  -5	-3	-2	-1	19	3	-17	5	-1
NS(=O)(=O)c1ccc(NC(=O)CSc2nnc(C3CC3)n2C2CC2)cc1
  -4	2	-1	1	-3	-1	3	nt	1
COc1ccc(CC(=O)O/N=C(\N)Cc2cccc3ccccc23)cc1OC
  -8	3	7	2	-1	-5	-12	3	2
COC(=O)COc1ccc(S(=O)(=O)Nc2ccc3c(c2)OCCO3)cc1Cl
  -5	9	3	2	-9	2	0	6	-6
O=C(NC(=S)N1CCN(c2ccc(Cl)cc2[N+](=O)[O-])CC1)c1ccco1
  -1	1	3	1	1	2	4	0	-3
CN(C)c1cc(N/N=C\c2ccccc2)nc(N(C)C)n1
  -2	7	8	-3	-1	4	-1	7	-6
CC(C)(C)c1csc(NC(=O)CSC2=NCCS2)n1
  0	-2	12	6	2	2	-1	-1	5
Oc1ccc(Nc2nc(N3CCCC3)c3ccccc3n2)cc1
  1	5	4	-2	-2	11	3	5	-1
CCNc1nc(NCC)nc(SCCOc2ccc(C)cc2)n1
  -8	6	6	-2	4	2	-11	-6	-8
NCCCCCNC(=O)/C=N\O
  0	3	-4	7	5	3	4	0	0
C=CCn1c(=NC(=O)c2ccco2)sc2cc(C(=O)OC)ccc21
  -4	7	-4	-2	3	-7	-6	0	-1
Cc1ccc(-c2noc(CN(C)C(=O)c3ccc(Br)o3)n2)cc1
  4	-5	10	0	1	4	-1	24	-2
CCOc1ccc(CCNC(=O)CN(C)S(=O)(=O)c2ccc3c(c2)CCC(=O)N3)cc1OCC
  1	1	0	7	2	-11	6	2	0
S=C(NCCCc1ccccc1)Nc1ccccc1Cl
  -7	6	5	7	2	2	-8	-1	-1
C=CCOC(=O)C1=C(C)NC(SC)=C(C#N)C1c1cccs1 (stereo not given)
  -5	2	6	0	5	3	-3	-11	-4
O=C(NCCc1c[nH]c2ccccc12)c1ccco1
  6	0	-5	2	0	4	5	-2	-4
Cc1c(NC(=O)c2cc(-c3cccc(Cl)c3)on2)c(=O)n(-c2ccccc2)n1C
  -3	10	-4	7	-4	5	3	4	0
CCN(CC)S(=O)(=O)c1cc(NC(=O)CSc2nnc(N)s2)ccc1C
  -2	1	-5	-5	0	-3	-1	nt	-1
CCOc1ccc(CNCCc2ccc(S(N)(=O)=O)cc2)cc1
  -3	-1	9	-1	3	0	0	-2	-6
COc1ccccc1NS(=O)(=O)c1ccc(C(=O)NCc2ccc(S(N)(=O)=O)cc2)cc1
  nt	-4	10	1	-5	nt	nt	nt	0
O=C(C1CCC1)N1CCc2cc(S(=O)(=O)NCc3cccnc3)ccc21
  1	0	1	0	0	4	3	3	2
COc1ccc(CCNC(=O)CN(c2ccc(OC)cc2)S(C)(=O)=O)cc1
  -2	4	10	3	1	1	-2	1	-2
COc1ccc(S(=O)(=O)NCCC(=O)NC(C)c2ccccc2)cc1 (stereo not given)
  1	3	14	4	-2	0	-1	3	-1
O=C(c1ccc([N+](=O)[O-])cc1)N1CCN(c2ncc(Br)cn2)CC1
  3	-3	-2	5	-2	-5	6	1	-4
O=C(CCCc1nc(-c2ccccc2)no1)Nc1cccnc1
  -1	-7	5	2	-4	-2	-5	-4	-8
COc1ccccc1CCc1nnc(CCC(=O)NCC(C)Oc2cccnc2)o1 (stereo not given)
  3	1	6	1	3	1	7	0	-3
CCS(=O)(=O)N1CCCC(C(=O)NCCCOC)C1 (stereo not given)
  -5	1	4	2	-7	-3	-5	11	-4
CCOC(=O)c1cnn(-c2ccc([N+](=O)[O-])cc2)c1N
  1	3	-4	0	4	-2	-1	-4	2
COc1ccccc1NC(=S)NC(=O)CC(C)C
  2	7	0	3	5	-1	5	5	-4
CC(C)n1cnc2c(Nc3ccc(F)c(Cl)c3)nc(NCCO)nc21
  1	13	12	6	7	10	4	-2	-3
Cc1ccc(C(C(=O)NCc2ccc(F)cc2)N(Cc2ccco2)C(=O)c2snc(C(N)=O)c2N)o1 (stereo not given)
  -3	-1	-2	6	5	-2	-2	-2	-4
CCOc1ccc2[nH]c(=O)c(CN(Cc3ccco3)C(=O)c3cccc(F)c3)cc2c1
  0	2	10	3	11	1	8	6	-2
Cn1c(SCC(=O)N/N=C/c2cccnc2)nnc1-c1ccccc1
  3	-2	4	-2	-6	3	7	1	-2
Clc1ccc(-c2nnc(C3CCCCC3)o2)cc1
  -1	7	0	4	-8	-1	2	-4	-6
CC(=O)N1N=C(c2ccc(C(C)(C)C)cc2)OC1(C)C
  2	5	4	3	9	-1	0	4	-1
Cc1ccccc1OCC(=O)Nc1ccccc1C(=O)N1CCCCC1
  -1	3	5	5	6	2	-5	-4	0
CN(C)/C(=N\S(=O)(=O)c1ccc(Br)cc1)c1ccccc1
  3	2	8	8	-8	-1	9	10	0
COc1ccccc1CN(Cc1ccco1)S(=O)(=O)c1ccc(-n2cnnn2)c(OC)c1
  2	-1	8	7	5	26	2	6	-2
C=CCN1c2ccccc2[C@]23C[C@@H](C(=O)OC)N(C(=O)NCCC)C2=NC(C(=O)OC)=C(C(=O)OC)[C@H]13
  -3	8	-1	2	0	-1	0	5	2
O=C(Nc1ccccc1Br)c1ccc2nccnc2c1
  0	3	1	2	10	0	-3	4	4

Next records follow.
Values in the order – LYPLA1 inh	pPAFAH FP inh	PAFAH1B3 FP inh	PAFAH1B2 inh	PAFAH2 FP inh	PME-1 inh	LYPLA2 inh	GSTO1 counter	PAD4 inh
O=C(Cc1ccc2c(c1)OCCO2)N1CCN(S(=O)(=O)c2cccc(C(F)(F)F)c2)CC1
  -5	-12	4	-1	-3	2	-2	-1	-1
O=S(=O)(NCC1CC1)c1cccc(S(=O)(=O)N2CCCC2)c1
  -4	5	4	0	-4	-2	-9	-1	5
CC(C)C(NC(=O)C1CCCCC1)C(=O)Nc1ccc2c(c1)OCCO2 (stereo not given)
  0	2	2	-4	-3	-3	8	2	0
COc1ccccc1OCCNS(=O)(=O)c1ccc2oc3ccccc3c2c1
  3	8	-6	7	2	-1	2	-3	-2
COc1ccccc1NC(=O)c1ccc(S(=O)(=O)NCc2ccco2)cc1
  -2	1	4	-1	1	12	8	4	2
OCC[C@@H]1C[C@@H](O)[C@H](O)[C@]2(CCc3ccccc3CO2)O1
  0	-4	-9	0	5	-1	2	1	-1

High-throughput results (PubChem BioAssay)
